M1 ag – M1 muscarinic receptor agonism. B-score at 10 µM. actives 3% (n = 64,000). CHO-M1 cells, Fluo-4 calcium fluorescence, agonist mode; hits give high values. AID 626;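 active = fluorescence rise, raw or as B-score row- and column-corrected plate score, outside the 99.7% band of its plate's samples, either direction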
M1 antag – blocks the rat M1 muscarinic receptor response to acetylcholine; P08482; CHO-M1 cells, Fluo-4 calcium, ACh EC80 antagonist mode; hits give low values; B-score at 10 µM; actives 3.4% (n = 64,000); AID 628;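 active = calcium fluorescence response, raw or row-and-column corrected B-score, differing from the plate sample mean either way at a set confidence level, mostly lower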
D1 allo mod – D1 dopamine receptor (human) allosteric modulation. P21728. HEK293 D1, CRE-luciferase, dopamine EC30 potentiation; actives deviate in either direction. B-score at 10 µM. actives 5.9% (n = 58,000). AID 641;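 active = luminescence count or its row- and column-corrected plate score outside the 99.7% band of the plate's sample wells, on either side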
TNAP act mid DEA – human TNAP activation, intermediate phosphate acceptor; P05186; purified TNAP, CDP-star luminescence, 100 mM DEA, 30 min; hits give high values; scale: 0 levamisole-inhibited, 1 vehicle-only enzyme; activation factor at 20 µM; 64,000 tested, under 10 active;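 active = activation factor of at least 2 at 20 µM, relative to controls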
Target sequence (P05186 whole entry, looked up): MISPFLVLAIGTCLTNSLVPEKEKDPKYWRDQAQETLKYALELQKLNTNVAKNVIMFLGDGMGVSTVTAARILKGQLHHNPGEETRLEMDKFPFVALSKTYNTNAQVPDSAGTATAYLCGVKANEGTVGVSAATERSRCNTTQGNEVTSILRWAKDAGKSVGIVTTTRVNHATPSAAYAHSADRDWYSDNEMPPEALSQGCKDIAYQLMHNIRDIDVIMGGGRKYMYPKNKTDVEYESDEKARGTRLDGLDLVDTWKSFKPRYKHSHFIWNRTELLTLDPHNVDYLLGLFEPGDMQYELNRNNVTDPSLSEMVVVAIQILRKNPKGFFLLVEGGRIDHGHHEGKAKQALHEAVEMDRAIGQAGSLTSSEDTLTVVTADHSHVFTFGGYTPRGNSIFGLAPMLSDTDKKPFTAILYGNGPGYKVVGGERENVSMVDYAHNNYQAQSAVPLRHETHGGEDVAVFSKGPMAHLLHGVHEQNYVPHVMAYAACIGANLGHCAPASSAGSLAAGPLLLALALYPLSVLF
S1P1 ag pot – activates or potentiates agonism at human S1P1 receptor; P21453; S1P1 CRE-bla cells, forskolin, beta-lactamase FRET, potentiator mode; S1P1 agonist co-added at EC20, 2 nM; 100% = saturating reference agonist, 0% = basal; activation, % at 9.5 µM; actives 0.57% (n = 56,000); AID 449;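 active = activation above a cutoff set at the mean activation of all tested compounds plus 3 SD, cut at about 54% in these data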;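 also: forskolin at 4 µM as EC80 and the EC20 agonist is SEW2871; 100% = SEW2871 at its EC100 plus forskolin at EC80; some compounds past the cut are filed as inactive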
HEK293 NFkB inh – lowers PMA/ionomycin-induced NF-kB signal in HEK293 cells | HEK-293 NF-kB luciferase reporter, luminescence | inhibition, % at 3 µM | actives 0.21% (n = 62,000) | AID 465;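 active = inhibition above the mean of all tested compounds plus 3 SD, cut at about 40% in these data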;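 also: 0% = stimulated DMSO wells and 100% = 10 µM reference inhibitor 5653914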
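System: NF-kB luciferase reporter HEK-293 cells | Replication: Single test | Control set: DMSO vs reference inhibitor | Evaluation: % inhibition | Schedule: 1 h pretreatment, 16 h stimulation, 37 °C | Probe or stimulus: PMA with ionomycin | Compound dosing: One dose, 3 µM | Detection: Luciferase luminescence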
S1P3 agonist – activates the human S1P3 receptor. Q99500. S1P3 NFAT-BLA reporter cells, agonism, FRET ratio; relative to 1 µM S1P, basal subtracted. activation, % at 4.5 µM. actives 0.1% (n = 60,000);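 active = activation above the screen-wide mean plus 3 SD, cut at about 4.5% in these data, passing the limit was not always enough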; also: some compounds called inactive have numbers as strong as hits
Target sequence (Q99500 whole entry, looked up): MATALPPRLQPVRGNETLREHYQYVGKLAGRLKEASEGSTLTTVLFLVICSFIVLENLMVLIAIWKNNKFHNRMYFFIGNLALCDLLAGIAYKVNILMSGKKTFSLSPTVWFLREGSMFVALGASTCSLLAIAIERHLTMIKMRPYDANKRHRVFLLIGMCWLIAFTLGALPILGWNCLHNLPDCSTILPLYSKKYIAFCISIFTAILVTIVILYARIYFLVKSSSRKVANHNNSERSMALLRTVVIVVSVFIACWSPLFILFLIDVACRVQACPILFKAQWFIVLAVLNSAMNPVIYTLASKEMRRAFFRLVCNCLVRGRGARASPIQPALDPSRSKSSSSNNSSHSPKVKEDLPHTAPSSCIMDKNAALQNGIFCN
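Benchmarks: high control 1 µM S1P / System: stable CHO line with human S1P3, Gα16, NFAT-BLA reporter / Dosing: single compound concentration, 4.5 µM final / Timing: 4 h compound at 37 °C, 2 h substrate at RT / Measured by: FRET β-lactamase substrate fluorescence, excitation 405 nm, 460/535 nm emission ratio, background-subtracted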
E coli RNAP – inhibitors of Escherichia coli RNA polymerase. P0A8V2. E. coli RNA polymerase, fluorescence transcription assay. inhibition, %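 (tested at 10 µM)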. actives 0.2% (n = 62,000). AID 559; in the data active = inhibition above about 20%;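 also: 0% = enzyme without compound and 100% = no enzyme blank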
Jurkat viability – reduces viability or proliferation of Jurkat cells | AID 463 | inhibition, % at 4 µM | Jurkat E6.1 viability, ATP luminescence, 48 h | actives 1.2% (n = 56,000);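 active = inhibition above the mean inhibition of all tested compounds plus 3 SD, cut at about 28% in these data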
An asterisk follows results filed as active; nt = no result given.

SMILES	M1 ag	M1 antag	D1 allo mod	TNAP act mid DEA	S1P1 ag pot	HEK293 NFkB inh	S1P3 agonist	E coli RNAP	Jurkat viability
C=CCn1c(-c2cccs2)nc2ccccc21	-0.26	0.34	-0.032	1	14	10	-0.1	-10	-5
CNc1nc(SC)nc(N2CCOCC2)n1	-0.3	1.4	11*	0.9	-24	12	0.5	6	-10
CC1CCN(C(=O)CN(C2CCCCC2)S(C)(=O)=O)CC1	0.26	-0.014	0.13	1	7	3	0.9	11	-4
CCOC(=O)N1CCC(NC(=O)CCS(=O)(=O)c2ccc3c(c2)CCN3C(C)=O)CC1	0.44	-0.36	0.032	1	-17	14	-0.2	4	-9
CCOc1ccc(-c2cc(CCCC(=O)N3CCN(c4ccc(OC)cc4)CC3)no2)cc1	-0.057	0.9	-2.5	0.9	18	2	0.3	2	8
O=C(c1cc(-c2ccncc2)nc2ccc(Br)cc12)N1CCN(c2ccccn2)CC1	0.085	-0.8	-2.9	0.9	-6	16	-0.5	9	4
CCCOc1ccc2oc(=O)c3c(c2c1)CCCN3C(=O)CN1CCc2ccccc2C1	0.35	-0.55	-0.62	1	-38	-16	-0.2	7	1
CC(C)C(=O)Nc1cc2c(cc1C(=O)c1ccccc1)OCCO2	0.35	0.54	0.12	0.9	-36	-6	-1.4	3	0
CC(=O)N1CCN(C(=S)c2ccc(N(C)C)cc2)CC1	-0.23	0.039	2	0.9	-23	10	-0.4	nt	-4
CCC(=O)Nc1nnc(Cc2ccccc2)s1	-0.16	-0.44	-0.0053	1	-3	9	-0.4	nt	9
O=C(NCc1ccc2[nH]c3c(c2c1)CCCC3)N1CCOCC1	nt	nt	nt	0.9	6	24	-0.9	6	5
COc1cccc(-c2nc(CSCC(=O)N3CCc4ccccc43)c(C)o2)c1	-0.89	-0.12	0.81	0.9	-13	6	-1.1	-1	-9
COc1ccc(-c2ccnc(SCC(=O)N3CCOCC3)n2)cc1	nt	nt	nt	0.9	7	10	-0.9	5	6
O=C(CSc1nnc(-c2ccco2)n1Cc1ccccc1)c1ccccc1	0.049	-2*	0.76	0.9	13	-8	1.1	8	-4
CS(=O)(=O)N(Cc1ccccc1)c1ccccn1	-0.2	-0.022	-0.15	0.9	-17	-7	0.9	9	1
O=C(c1ccco1)N1CCN(CCOCCOc2cccc3ccccc23)CC1	1.2	-1	nt	0.9	6	nt	-4.0	8	nt
CCCn1cnc2c(c1=O)c1nc3ccccc3nc1n2Cc1ccccc1OC	0.063	-0.27	0.54	0.8	-10	10	-0.9	11	5
COc1ccc(-c2nnc(SCC(=O)NC3CCCCC3)o2)cc1OC	-0.12	-0.1	5.1*	0.9	-36	13	-0.8	5	2
Nc1c(C(=O)N2CCOCC2)sc(=S)n1-c1ccccc1	0.65	-0.24	0.39	0.9	4	-3	-0.6	11	4
CN1CCN(/C=N/c2sc3c(c2C#N)CCCCC3)CC1	0.47	0.48	-0.93	0.9	12	nt	-4.5	9	nt
Cc1ccc(C)c(N2CCN(c3ncnc4c3cnn4-c3ccccc3)CC2)c1	0.15	-0.0072	-1.1	1	-25	-2	-0.1	7	-5
C=CCOC(=O)C1CC=CCC1C(=O)Oc1ccc(F)cc1F (configuration not stated)	-0.28	-0.14	-0.49	0.9	-4	11	-0.4	-2	-3
O=C1CCCC2=C1C(c1ccc3c(c1)OCO3)c1c([nH]n(-c3ccccc3)c1=O)N2 (configuration not stated)	-0.79	-0.053	-0.13	0.9	-10	-8	-0.1	4	-10
CCc1ccc(C(=O)CSc2n[nH]c(C)n2)cc1	0.19	0.14	-0.22	0.9	3	2	-1.5	-3	2
Cc1cc(C(=O)Nc2nnc(C3CCCCC3)s2)no1	0.14	-0.17	0.58	0.9	1	22	-0.9	2	4
CCOC(=O)C(C)(C)Sc1nc2c(cnn2-c2ccc(C)cc2)c(=O)[nH]1	1.6	0.00094	0.65	0.9	-17	12	1.8	4	2
c1coc(-c2ncc[nH]2)c1	0.89	-0.42	0.09	0.9	2	12	-1.6	nt	0
COC(=O)c1cc2ccsc2n1CC(=O)Nc1ccc(N(C)C)cc1	-0.42	-0.57	-0.25	1	13	18	-0.9	8	0
Fc1ccc(CSc2nnc(-c3cnccn3)n2Cc2ccco2)cc1	1.9	-0.062	0.67	0.9	16	1	-1.4	5	7
O=C(C1CC1)N1CCN=C1SCc1ccc(Cl)cc1	0.39	0.59	0.047	1	14	23	-0.9	6	5
O=C(CCCN1C(=O)CCC1=O)Nc1cccc(C(F)(F)F)c1	1	1.3	-0.0073	0.9	-24	12	-0.1	3	-8
Cc1ccc(S(=O)(=O)NC2OC(=O)C(Cl)=C2Cl)cc1 (configuration not stated)	-0.32	0.39	-0.045	0.9	-4	23	-0.9	11	1
CC1(C)C=C(c2ccc(O)cc2)CC(C)(C)N1	0.025	0.44	0.33	0.9	-12	2	-0.8	5	4
O=C(Nc1ccc(OC(=O)c2ccco2)cc1)c1ccco1	0.18	0.72	0.071	0.8	2	11	-0.9	6	8
CCN(CC)S(=O)(=O)c1ccc(Nc2nc3ccccc3n3nnnc23)cc1	-0.78	0.21	-0.69	0.9	-40	3	-1.6	-1	3
O=C(Nc1nncs1)c1c(F)c(F)c(F)c(F)c1F	-0.58	1*	-0.065	0.9	nt	1	-0.1	9	-6
O=C(CSc1nc2ccccc2[nH]1)N1CCN(c2ccccc2)CC1	-0.014	0.15	0.22	1	-15	6	-1.8	-1	-2
Cc1cc(=O)[nH]c(SCC(N)=O)c1C#N	-2.2	0.21	-0.2	0.9	-5	4	-1.0	5	4
COc1ccc(NC(=O)c2nnn(Cc3ccc(SC)cc3)c2N)c(OC)c1	-0.008	1.2	0.46	0.9	-1	4	-0.3	8	4
COc1ccc(NC(=O)CC2CCCCC2)cc1OC	-0.21	-2.3	-1	1	-25	-10	-0.2	4	-1

A portion from the list above:
SMILES	M1 ag	M1 antag	D1 allo mod	TNAP act mid DEA	S1P1 ag pot	HEK293 NFkB inh	S1P3 agonist	E coli RNAP	Jurkat viability
O=C(CSc1nc2ccccc2[nH]1)N1CCN(c2ccccc2)CC1	-0.014	0.15	0.22	1	-15	6	-1.8	-1	-2
Cc1cc(=O)[nH]c(SCC(N)=O)c1C#N	-2.2	0.21	-0.2	0.9	-5	4	-1.0	5	4
COc1ccc(NC(=O)c2nnn(Cc3ccc(SC)cc3)c2N)c(OC)c1	-0.008	1.2	0.46	0.9	-1	4	-0.3	8	4
COc1ccc(NC(=O)CC2CCCCC2)cc1OC	-0.21	-2.3	-1	1	-25	-10	-0.2	4	-1

Later entries
SMILES	M1 ag	M1 antag	D1 allo mod	TNAP act mid DEA	S1P1 ag pot	HEK293 NFkB inh	S1P3 agonist	E coli RNAP	Jurkat viability
Oc1ccc(Br)cc1/C=N/n1cnc2ccccc21	0.0055	-0.029	-0.089	0.9	1	3	-1.0	-6	3
CCOc1cc(C2C(C#N)=C(N)Oc3n[nH]c(CC)c32)ccc1OCCN1CCOCC1 (configuration not stated)	-0.3	-0.52	0.55	1	4	4	0.3	9	-7
COc1ccc(S(=O)(=O)NCC(c2cccnc2)N2CCN(c3ccc(F)cc3)CC2)cc1C (configuration not stated)	-0.11	-0.56	-0.72	1	-4	4	-1.6	4	-5
CC1CCN(C(=O)Cn2cc3c(n2)CCCC3)CC1	-0.16	0.47	0.13	0.9	-12	4	-1.2	-19	-4
CCn1c(CNC(=O)c2ccc(OC)c(OC)c2)nnc1SCC(=O)c1ccc(OC)cc1	0.26	-0.85	0.42	0.9	12	23	-1.2	5	4
Cc1nc(CNS(=O)(=O)c2cccnc2)cs1	0.16	0	0.0088	nt	9	0	0.2	nt	2
CCOC(=O)C1CCN(S(=O)(=O)c2c(C)n(C)c(=O)n(C)c2=O)CC1	1	-0.033	-0.86	0.9	15	8	-0.6	4	-1
Cn1c(=O)n(CC(=O)Nc2ccccc2)c2ccccc21	-0.43	-0.034	nt	0.9	0	nt	-0.8	nt	nt
CCOC(=O)c1cc(NC(=O)c2cnccn2)cc(C(=O)OCC)c1	0.071	-0.49	nt	0.9	-3	7	-0.2	10	1
Cc1cc(Nc2cccc(Cl)c2)n2ncnc2n1	-0.39	0.085	1.2	1	-15	23	-0.5	5	4
O=C1CS/C(=N\C(=O)N2c3ccccc3Sc3ccccc32)N1	0.016	-0.076	-2.1	0.8	-7	2	-1.4	12	0
O=C(Nc1ncccc1Cl)c1cccc(F)c1	1.9	0.69	nt	0.9	1	nt	-1.7	4	nt
CCNS(=O)(=O)c1ccc(NC(=O)c2cccnc2)cc1	0.11	1.1	0.18	0.9	-16	0	-0.4	6	2
O=c1oc2ccccc2n1Cc1ccccc1Cl	1.9	1	0.99	0.9	-6	14	-0.4	0	4
CCN(CC(=O)Nc1ccccc1OC)C(=O)C1CC2C=CC1C2 (configuration not stated)	-1.4	0.08	-0.17	1	-4	5	0.2	2	-2
COCCCNC(=O)C1CCN(c2nc(C)cc(C)n2)CC1	0.11	0.93	1	1	-4	2	-1.7	6	1
Cc1cc(C)c2cc(C(O)c3nnnn3Cc3ccccc3)c(=O)[nH]c2c1 (configuration not stated)	-0.066	-0.18	0.66	1	-8	-5	-1.1	-9	4
CN(C)CCNc1nc(-c2ccco2)c2c(c1C#N)CC(C)(C)OC2	-0.077	-0.37	nt	0.9	-25	nt	-0.2	3	nt
Cc1cc2n(n1)C(c1sccc1C)Nc1c(C)cccc1-2 (configuration not stated)	0.89	0.12	0.49	0.9	-19	-2	0.3	nt	12
O=C(CCC1CCCC1)N1CCN(S(=O)(=O)Cc2ccccc2)CC1	nt	nt	-0.24	1	-12	13	-0.9	8	2
O=C(Nc1ccc(Cc2ccncc2)cc1)c1ccco1	-0.39	-0.95	-0.022	0.8	-21	9	-0.3	6	-9
CCCCOC(=O)C1=C(C)NC2(O)c3ccccc3C(=O)C12O (configuration not stated)	-0.01	-0.72	-0.015	1	0	-7	0.3	8	-3
c1ccc(Cc2nnc3sc(-c4ccc5c(c4)OCCO5)nn23)cc1	-0.48	-0.43	6.9*	0.9	-28	4	-0.4	5	-8
CCc1ccc(NC(=O)CSc2nc3c(c(=O)n(C)c(=O)n3C)n2C)cc1	0.41	0.69	0.83	1	-11	21	-0.5	-1	8
CC(C)(C)OC(=O)N1CC=C2C(C#N)=C(N)C(C#N)(C#N)[C@H](c3cccnc3)[C@H]2C1	1.6	-0.39	-0.042	0.9	-9	nt	-4.2	6	nt
CS(=O)(=O)N1CCC(C(=O)NCCC2=CCCCC2)CC1	0.89	-0.97	-0.79	0.8	7	-6	-0.2	11	-6
Cc1ccc(CS(=O)(=O)CCC(=O)NCc2ccc3c(c2)OCO3)cc1	0.2	0.29	-0.11	1	10	12	-1.0	2	2
O=S(=O)(c1ccc(F)cc1)N1CCN(c2ncnc3c2cnn3-c2ccccc2)CC1	0.35	-0.23	nt	1	-10	9	0.4	6	-3
Cc1ccc2[nH]c3c(c2c1)CN(C(=O)CN1CC(C)OC(C)C1)CC3 (configuration not stated)	8.4*	-0.019	nt	0.8	-5	nt	-2.2	3	nt
Cc1cc(C)cc(N2CCCn3c2nc2c3c(=O)n(CCN3CCOCC3)c(=O)n2C)c1	2.6	-0.0024	-0.26	0.9	9	0	-0.6	3	-2

Source: PubChem BioAssay (several laboratories)
